Source: PubChem BioAssay (several laboratories)
LMPTP block: blocks human LMPTP phosphatase; P24666; recombinant LMPTP-A, OMFP fluorogenic substrate, fluorescence intensity; inhibition, % at 20 µM; 0.22% of 360,000 active;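 active means compounds that cut the enzyme signal by at least half of the control window in the single-dose screen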;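 further: plate controls were DMSO wells with enzyme plus substrate for no effect and substrate without enzyme for full effect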
Target sequence (P24666 whole entry, looked up): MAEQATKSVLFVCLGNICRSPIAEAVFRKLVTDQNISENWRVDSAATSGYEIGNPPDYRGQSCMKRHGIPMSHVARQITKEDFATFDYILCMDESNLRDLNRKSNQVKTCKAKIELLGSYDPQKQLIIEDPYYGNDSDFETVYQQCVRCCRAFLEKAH
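Test system: LMPTP-A phosphatase enzyme; input: 0.625 nM LMPTP-A final; reagent: OMFP substrate, 400 µM final; compound dosing: 20 µM single dose, 3% DMSO; incubation: 50 min dark incubation at room temperature; measured by: endpoint fluorescence intensity from OMFP dephosphorylation; measure: % inhibition relative to no-enzyme and uninhibited control wells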
MsrA inh: bovine MsrA inhibition; inhibition, % at 15.5 µM; 0.75% of 360,000 active; purified bovine MsrA, absorbance read-out; in the data active means inhibition above about 4.5%;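 further: 0% = vehicle wells with enzyme and 100% = reference inhibitor wells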
MsrA act: activates bovine MsrA enzyme; purified bovine MsrA, absorbance read-out; activation, % at 10.6 µM; 0.3% of 360,000 active; AID 602163; in the data active means activation above about 7.5%;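 further: 0% = vehicle and 100% = reference activator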
NRP1-CendR mod: modulators of CendR peptide binding to human neuropilin-1; O14786; FAM-RPARPAR peptide binding to NRP-1, fluorescence polarization; inhibition, % at 25 µM; 0.85% of 360,000 active; AID 602438;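 active means inhibition or corrected inhibition above about 18%, plus a signal ratio from 0.5 to 1.5, limit read from the data, passing the limit was not always enough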; further: strong numbers were not always called active
TbMetRS inhib: blocks T. brucei methionyl-tRNA synthetase activity; inhibition, % at 11.9 µM; 0.4% of 360,000 active; purified T. brucei MetRS, ATP depletion, Kinase-Glo luminescence;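 active means inhibition above a per-plate cutoff of the control wells' mean inhibition plus 3 SD, cut at about 5.5% in these data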;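 further: 0% = DMSO wells median and 100% = median of wells with control inhibitor compound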
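Material – parasite MetRS enzyme · Medium – HEPES-MgCl2-KCl buffer plus DTT, spermine, BSA, pyrophosphatase · Reagent – ATP, methionine and E. coli bulk tRNA substrates · Times – 15 min enzyme-compound preincubation, 2 h reaction, 10 min detection, 25 °C · Measured by – luminescence of leftover ATP · Evaluation – percent inhibition relative to median high and low control wells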
SUMO1-SIM PPI: alters human SUMO1 binding to SIM partners; 0.33% of 360,000 active; inhibition, % at 20 µM; P63165; SUMO1 binding to a labelled peptide, TR-FRET, 1 h; in the data active means inhibition above about 37%
Target sequence (P63165 whole entry, looked up): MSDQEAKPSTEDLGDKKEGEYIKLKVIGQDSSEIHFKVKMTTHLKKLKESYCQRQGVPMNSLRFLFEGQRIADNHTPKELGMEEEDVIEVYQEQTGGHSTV
DNMT1 inh: DNMT1 (human) enzyme inhibition; P26358; DNMT1 molecular beacon, Hinp1I cleavage, fluorescence; inhibition (reported as % activation of signal), % at 10 µM; 0.83% of 360,000 active; AID 588458; in the data active means inhibition above about 50%
STEP inh: blocks human striatal-enriched tyrosine phosphatase | P54829 | recombinant STEP, OMFP fluorogenic substrate, fluorescence | inhibition, % at 20 µM | 0.25% of 360,000 active | AID 588621;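 active means inhibition at 20 µM, scaled per plate between control wells, above about 37%, limit read from the data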;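 further: 0% = DMSO with enzyme and substrate and 100% = substrate only without enzyme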
Target sequence (P54829 whole entry, looked up): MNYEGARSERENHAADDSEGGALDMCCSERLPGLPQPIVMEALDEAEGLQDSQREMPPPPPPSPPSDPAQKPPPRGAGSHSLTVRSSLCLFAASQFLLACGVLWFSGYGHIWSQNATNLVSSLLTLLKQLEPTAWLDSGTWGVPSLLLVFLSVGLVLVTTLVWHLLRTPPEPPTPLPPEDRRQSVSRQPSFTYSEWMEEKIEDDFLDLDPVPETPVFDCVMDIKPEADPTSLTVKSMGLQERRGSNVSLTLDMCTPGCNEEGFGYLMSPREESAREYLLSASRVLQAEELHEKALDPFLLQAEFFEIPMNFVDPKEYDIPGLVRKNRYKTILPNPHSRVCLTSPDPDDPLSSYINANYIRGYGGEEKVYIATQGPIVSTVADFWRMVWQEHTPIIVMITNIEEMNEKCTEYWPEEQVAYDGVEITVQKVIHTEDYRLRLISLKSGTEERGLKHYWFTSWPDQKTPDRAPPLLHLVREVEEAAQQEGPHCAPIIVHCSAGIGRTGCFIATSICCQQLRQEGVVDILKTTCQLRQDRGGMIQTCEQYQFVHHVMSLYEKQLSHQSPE
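Assay system: isolated STEP enzyme / Timing: 20 min at room temperature, dark / Doses: 20 µM, 1% DMSO / Technique: fluorescence intensity, excitation 480 nm, emission 540 nm / Reagent: fluorogenic phosphatase substrate OMFP at 25 µM final / Measure: percent inhibition scaled to no-enzyme and uninhibited-enzyme controls, plate-pattern corrected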
E coli Lon inh: E. coli protease La inhibition; purified E. coli Lon protease, fluorescence polarization; inhibition, % at 7.94 µM; 0.42% of 360,000 active; in the data active means inhibition above about 13%, passing the limit was not always enough;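 further: 0% = enzyme with probe and DMSO and 100% = no enzyme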
Scp-1 inhibitor: inhibitors of human Scp-1 phosphatase; Q9GZU7; Recombinant Scp1, phosphopeptide, malachite green phosphate absorbance; inhibition, % at 20 µM; 0.88% of 340,000 active;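 active means inhibition above about 50% at 20 µM, limit read from the data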;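 further: plate controls were DMSO wells with enzyme for no effect and wells lacking enzyme for full effect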
Target sequence (Q9GZU7 76-261 limits assumed): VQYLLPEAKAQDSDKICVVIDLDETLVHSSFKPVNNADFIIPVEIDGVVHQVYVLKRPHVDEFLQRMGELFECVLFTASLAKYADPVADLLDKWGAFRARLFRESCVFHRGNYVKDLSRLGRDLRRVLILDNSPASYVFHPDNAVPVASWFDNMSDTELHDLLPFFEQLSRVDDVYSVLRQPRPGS
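Test system – truncated SCP-1 phosphatase (76-261aa) · Reagent – Phosphorylated 17-residue peptide substrate · Incubation – 45 min room-temperature reaction, 5 min colour, 30 min stabiliser · Detection – colorimetric phosphate reagent with accelerator and stabiliser, absorbance at 630 nm · Measure – % inhibition at 20 µM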
* marks the source's active call; other numbers are inactive results; x = no result given. Outcome played no part in choosing rows, and some 4.3% of all compounds hit somewhere here.

structure	LMPTP block	MsrA inh	MsrA act	NRP1-CendR mod	TbMetRS inhib	SUMO1-SIM PPI	DNMT1 inh	STEP inh	E coli Lon inh	Scp-1 inhibitor
Cc1ccc(C(=O)N2CCN(Cc3ccccc3)CC2)cc1S(=O)(=O)N1CCOCC1	-0.3	0.7	-4	9	-0.2	2	0	1	1	2
Cc1nn(C)cc1-c1cc(C(=O)O)c2ccccc2n1	-0.6	0.9	-4	6	0.2	-3	0	-2	0	1
Cc1cc(C)c2c(N)c(S(=O)c3ccc(C(C)(C)C)cc3)sc2n1 (stereo not drawn)	1.0	0.4	0	-12	-0.2	0	-4	5	-4	-5
Nc1nnc(COc2ccc(Br)cc2Br)s1	1.0	-0.6	-3	-46	21*	-2	-2	4	-5	-6
CCOc1cc(/C=N/NC(=O)CSc2nncn2C)ccc1OCc1ccccc1	0.6	0.6	-3	-6	1.1	-11	2	-2	2	-16
COc1cccc(C2C(C(=O)c3cccs3)=C(O)C(=O)N2CCN(C)C)c1OC (stereo not drawn)	-3.0	0.4	2	4	-0.5	-2	-1	1	-4	-4
CC(C)C(=O)Nc1ccc(C(=O)NNC(=O)c2cccs2)cc1	-1.2	0.9	-4	-3	-0.4	0	6	0	-6	-7
CCC(=O)Oc1oc(-c2ccccc2)nc1C=Nc1ccccc1OC	0.3	1.0	-5	1	-1.5	0	1	0	6	-4
COc1ccc(OC)c2c(N)c(C#N)c(C(F)(F)C(F)(F)F)nc12	0.7	0.0	-2	14	-0.4	-4	-6	-3	-4	-12
CCC(=O)N1CCN=C1SCc1ccccc1Cl	-2.1	-1.5	-11	-13	-0.8	3	2	1	0	-9
COC(=O)c1sccc1-n1cccc1C(=O)N1CCOCC1	-0.9	1.3	-3	10	-0.5	1	-2	-3	4	-10
O=C(O)CC1(CC(=O)N2CCN(CCO)CC2)CCCC1	-1.4	-2.0	-6	4	-0.5	-1	-1	0	8	-4
CCc1sc(N(C(=O)Cc2ccccc2)c2ccccc2)nc1-c1ccccc1	3.8	0.3	-1	7	-0.8	3	-3	0	-5	-8
Cc1ccc(C(=O)OCC(=O)NCCc2ccccc2)cc1S(=O)(=O)N1CCOCC1	0.5	0.8	-1	10	-0.5	-6	5	-1	2	2
Cc1cc(NC(=O)C(C)SCC(=O)Nc2ccccc2OC(F)F)no1 (stereo not drawn)	-0.3	-0.3	-9	3	-0.5	0	1	2	-5	2
Cc1nn(CCc2n[nH]c(=S)n2C2CCCCC2)c(C)c1Br	-1.7	-0.3	0	-2	-0.2	1	1	1	0	-6
O=S(=O)(CCSc1nc2ccccc2s1)c1nc2ccccc2s1	1.1	1.6	1	1	0.0	-2	40	4	6	-13
Cc1ccc([C@H]2C[C@H](O)[C@@H](n3cc(COC(=O)c4ccccc4)nn3)CN2C(=O)C2CCCCC2)cc1	1.8	0.5	1	-1	-1.7	2	-6	-1	5	x
NS(=O)(=O)c1ccc(CCNCC(=O)NC2CC2)cc1	-0.5	0.7	-2	-2	-0.2	1	2	1	3	-7
CC(C)(C)OC(=O)N1CCC[C@H]1C(=O)NCC1CCC(C(=O)O)CC1 (stereo partly drawn)	-1.4	2.8	-1	-5	-0.2	-3	3	8	-1	-11
COc1ccc(C)cc1C(=O)CCC(=O)NC1CCCCC1	-1.6	-1.2	-13	4	-1.9	5	9	0	1	3
CCOC(=O)c1c(C)c(C(=O)N2CCN(c3ccc(F)cc3)CC2)c(C)n1C	-1.2	-0.9	-5	-5	-0.3	2	5	0	4	-1
CN(C)c1ccc(/C=C/C(=O)c2ccc3c(c2)OCCO3)cc1[N+](=O)[O-]	3.3	2.6	-8	18	-0.8	-19	2	1	2	-7
COCCN(C(=O)C(C)C)c1nnc(-c2ccc(C)cc2)s1	0.1	-0.8	3	0	-1.4	-4	0	1	-8	3
O=S(=O)(c1cccs1)n1nnc2ccccc21	-2.0	0.2	2	10	0.0	-1	4	1	-5	-2
Cc1csc(=O)n1CC(=O)OCC(=O)NCc1ccc(F)cc1	0.3	0.9	-6	6	-0.4	5	1	-3	-9	2
CCCNc1c(NC(C)=O)c(=O)oc2ccccc12	-0.2	-0.1	-1	6	0.1	2	-2	0	1	-2
CCO[C@@H]1OC(C(=O)N2CCOCC2)=C[C@H](c2ccc(Br)cc2)[C@H]1CCCO	-1.4	-1.1	1	11	-0.1	2	2	-1	-2	-2
COc1ccc(OCCNC(=O)C2(C)CCN2Cc2ccc3ccccc3c2)cc1 (stereo not drawn)	1.2	-0.8	-2	-7	-0.3	-2	-10	1	-10	x
Cc1cccc(-c2nc(CSCC(=O)NCc3cccs3)c(C)o2)c1	-1.3	0.8	-12	-4	-1.2	3	3	0	-2	4

In the list so far, these have a COOH group.
structure	LMPTP block	MsrA inh	MsrA act	NRP1-CendR mod	TbMetRS inhib	SUMO1-SIM PPI	DNMT1 inh	STEP inh	E coli Lon inh	Scp-1 inhibitor
Cc1nn(C)cc1-c1cc(C(=O)O)c2ccccc2n1	-0.6	0.9	-4	6	0.2	-3	0	-2	0	1
O=C(O)CC1(CC(=O)N2CCN(CCO)CC2)CCCC1	-1.4	-2.0	-6	4	-0.5	-1	-1	0	8	-4
CC(C)(C)OC(=O)N1CCC[C@H]1C(=O)NCC1CCC(C(=O)O)CC1 (stereo partly drawn)	-1.4	2.8	-1	-5	-0.2	-3	3	8	-1	-11

More results
structure	LMPTP block	MsrA inh	MsrA act	NRP1-CendR mod	TbMetRS inhib	SUMO1-SIM PPI	DNMT1 inh	STEP inh	E coli Lon inh	Scp-1 inhibitor
COC(=O)c1ccc(C(=O)Nc2ccc3nc(-c4cccnc4)[nH]c3c2)cc1	-0.5	0.7	-2	-5	0.1	31	-6	-1	8	-7
O=c1cc(CN2CCN(S(=O)(=O)/C=C/c3ccccc3)CC2)c2ccc(O)cc2o1	1.9	3.2	-4	-19	0.7	-7	1	0	-5	7
N#Cc1ccc(/C=C/C(=O)c2ccccc2)cc1	0.0	2.1	-5	7	-0.6	1	0	3	6	-14
NNC(=O)c1nc(Cl)c(Cl)c(N)c1Cl	-1.6	0.1	-2	11	0.2	-1	4	-3	-3	-11
COC(=O)c1ccc(NC(=O)CCN2CCN(Cc3ccccc3)CC2)cc1	-0.9	0.7	-11	9	0.3	0	5	-1	-5	-1
CCOC(=O)c1sc(NC(=O)CSc2nc3c(c(=O)n2-c2ccc(C)cc2)SCC3)c(C(=O)OCC)c1C	1.1	0.1	-5	-2	-0.6	-2	1	2	6	-7
Cc1nc(CNS(=O)(=O)c2ccc3c(c2)CCCC3)cs1	-0.6	0.4	-1	-4	0.9	2	1	3	-9	2
COc1cccc(CNn2cnnc2)c1O	0.4	-1.4	-2	6	-0.9	-1	-2	-3	-2	-5
NS(=O)(=O)c1ccc(CCNC(=O)COC(=O)/C=C/c2ccc(OC(F)F)cc2)cc1	-0.2	0.7	-1	5	-0.2	-20	-1	2	5	-6
COc1ccc(C(=O)N(c2ccc(OC)cc2)S(=O)(=O)c2cccs2)cc1	0.5	-0.4	-5	-11	-0.9	1	1	2	4	-12
c1ccc(-c2noc(-c3cccnc3)n2)nc1	-2.2	1.4	-2	8	-0.8	2	3	2	3	-5
Cc1ccccc1SCC(=O)OCC(=O)N1CC(=O)Nc2ccccc21	-1.3	2.4	-3	6	0.2	0	1	-2	-14	-10
COc1ccc(COC(=O)NNC(=O)c2ccccc2Cl)cc1	-0.7	2.2	1	3	0.3	0	0	-10	-11	-9
N#CCCn1cc(C(=O)Nc2ccc([N+](=O)[O-])cc2)c(-c2cccs2)n1	0.6	1.6	-4	0	-0.2	-23	13	-4	2	-9
Cc1ccc(NC(=O)CSc2nnc(N)s2)c([N+](=O)[O-])c1	-0.7	0.4	-1	-8	0.0	-21	0	3	-1	-2
CCOC(=O)CNC(=O)CSc1nnnn1-c1cc(C)ccc1C	1.7	-0.7	-5	14	-0.2	1	1	-3	-5	1
Cc1nnc(SCC(=O)Nc2nccs2)o1	-2.0	0.4	-2	15	-0.3	1	3	2	-5	-8
O=c1c2ccccc2cnn1Cc1n[nH]c(=S)n1-c1ccccc1F	-1.9	-1.3	4	-14	-0.7	-1	1	1	12	-3
CCNC(=O)NC(=O)C(C)OC(=O)CCS(=O)(=O)c1ccc(C)cc1 (stereo not drawn)	-1.5	-0.3	-8	4	-1.0	4	2	0	7	2
CC(=O)N1c2ccc(S(=O)(=O)NCCc3ccccc3)cc2CC1C (stereo not drawn)	0.3	-1.2	-5	2	0.3	-2	-1	0	-2	-9
c1ccc(-c2csc3ncn4cnnc4c23)cc1	0.3	-0.8	-11	-9	-1.2	6	1	-9	-12	-3
NC(=O)C1CCN(c2oc(-c3ccccc3)nc2S(=O)(=O)c2ccc(Br)cc2)CC1	0.2	-1.4	-6	-2	-0.5	-4	-1	1	11	5
CCOC(=O)C1C(=O)NC(c2ccccc2)=NC1c1ccc(C(C)C)cc1 (stereo not drawn)	1.9	-1.0	-2	-25	-0.5	-4	-1	-2	5	-7
Cc1ccc2nc(C(=O)N3CCc4c([nH]c5ccccc45)C3c3ccccn3)cn2c1 (stereo not drawn)	0.9	-0.8	-3	1	-0.6	3	-1	-1	5	-6
CCOC(=O)N1CCC(NC(=O)c2cccnc2SC)CC1	0.0	0.3	2	16	0.0	0	2	0	-2	-13
Cc1cccc(C(=O)N/C(=C\c2ccco2)C(=O)N2CCCC2)c1	-0.8	1.0	-4	-3	0.1	-7	-1	-1	-8	-13
Cc1ccc(-c2csc(C(C#N)=C3CCCC3)n2)cc1	-1.0	0.0	1	6	0.1	-9	-1	1	-5	-8
CN(Cc1ccc(F)cc1)C(=O)c1ccc(NC(=O)CC2SC(N3CCCC3)=NC2=O)cc1 (stereo not drawn)	1.0	-1.5	-9	5	-0.4	0	6	2	-9	2
COc1cc2c(c3oc(=O)cc(CC(=O)O)c13)CCC(C)(C)O2	0.6	2.4	-4	-2	-0.6	-5	2	-1	-4	-14
CC1=C(CC(=O)NCC(=O)NCC(=O)O)c2cc(F)ccc2/C1=C/c1ccc(S(C)=O)cc1 (stereo not drawn)	-0.8	2.2	-15	10	-1.9	-22	3	2	7	6
CC(C(=O)Nc1cccc(C#N)c1)N(C)CCOc1ccccc1 (stereo not drawn)	-0.7	-0.7	0	12	0.2	5	1	-2	-5	2
CC(C)Cc1nc2sc3c(=O)[nH]cnc3c2c2c1CCC2	-1.7	0.2	-2	-17	-0.6	5	5	1	-11	1
CSc1nc(N2CCOCC2)cc(N2CCOCC2)n1	0.0	-1.1	-11	-12	-2.0	-2	0	1	-8	5
